Screening data deposited in PubChem BioAssay by several laboratories.
RAM network inh: inhibitors of the yeast RAM network, primary screen, dse1pr::URA3 reporter, 5-FOA selection; S. cerevisiae dse1pr::URA3 reporter, 5-FOA growth OD615, 2 d; analog-sensitive cbk1-as2 kinase mutant strain; inhibition, % at 50 µM; actives 1.8% (n = 190,000);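 active means inhibition above a set limit, 3 SD over mean compound inhibition, cut at about 8.4% in these data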;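 further: 0% = DMSO-only wells with no growth and 100% = 10 µM 1-NA-PP1 full growth; inhibition rescues growth on 5-FOA so higher OD means more RAM inhibition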
DTT redox prof: compounds producing H2O2 with reducing agent – biochemical, NIH compound library profiling, artefact control for MLSCN library redox annotation, primary screen | DTT-dependent redox cycling H2O2, phenol red/HRP absorbance; 100% = 100 µM peroxide control, 0% = buffer | activation, % at 10 µM | actives 0.03% (n = 200,000) | AID 878, 2007;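 active means activation of at least 50% relative to the plate's high and low controls in the primary single-dose screen; inactive means activation below 50%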;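 further: compound incubated with DTT at 0.8 mM final as the reducing agent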
TLR4 MyD88 comp: inhibitors of TLR4-MyD88 association in cells, primary screen, cell-based, HeLa CL3-4, BLA complementation, FRET ratio; Toll-like receptor 4 (Homo sapiens) + Myeloid differentiation primary response protein …; HeLa CL3-4 TLR4/MyD88 BLA complementation; inhibition, % at 8.4 µM; actives 0.18% (n = 200,000); in the data active means inhibition above about 25%;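 further: 0% = vehicle and 100% = reference inhibitor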
PMI act hi M6P: human PMI activators, high substrate, primary screen, biochemical, fluorescence intensity, near-saturating mannose 6-phosphate. Mannose-6-phosphate isomerase (Homo sapiens), P34949. coupled PMI enzyme assay, resazurin fluorescence, 20 min; active compounds read high; 1 = untreated enzyme, 0 = substrate-free blank. activation factor at 20 µM. actives 0.34% (n = 190,000);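 active means activation factor of 2 or more at 20 µM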
Target sequence (P34949 whole entry, looked up): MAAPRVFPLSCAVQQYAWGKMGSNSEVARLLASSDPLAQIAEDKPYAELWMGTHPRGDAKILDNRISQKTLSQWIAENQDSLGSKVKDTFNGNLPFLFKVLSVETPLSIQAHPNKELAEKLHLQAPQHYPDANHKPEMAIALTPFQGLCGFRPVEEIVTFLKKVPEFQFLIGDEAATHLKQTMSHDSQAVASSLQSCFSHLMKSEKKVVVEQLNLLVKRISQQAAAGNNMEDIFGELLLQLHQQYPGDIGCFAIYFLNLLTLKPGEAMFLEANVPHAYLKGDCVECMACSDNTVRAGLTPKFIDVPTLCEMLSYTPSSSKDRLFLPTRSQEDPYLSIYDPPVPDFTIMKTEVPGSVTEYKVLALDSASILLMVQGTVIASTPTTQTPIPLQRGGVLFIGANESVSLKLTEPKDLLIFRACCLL
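Material: human phosphomannose isomerase with PGI, G6PDH, diaphorase coupling enzymes. Quantity: 15 ng/mL PMI. Medium: HEPES pH 7.4 buffer with MgCl2 and Tween-20. Reagent: Near-saturating mannose-6-phosphate, 1.0 mM. Compound: 20 µM single dose. Times: enzyme reaction with compound 20 min at room temperature. Detection: resorufin fluorescence at Ex 544/Em 590 nm.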
G6PDH CS: L. mesenteroides G6PDH inhibitors, counter-screen for G6PDH-coupled screening assays, biochemical, Leuconostoc mesenteroides enzyme. glucose-6-phosphate dehydrogenase [Leuconostoc mesenteroides]. Purified L. mesenteroides G6PDH, diaphorase/resazurin coupled fluorescence, 45 min. inhibition, % at 5 µM. actives 0.12% (n = 200,000)
L major viab: Leishmania major promastigote growth inhibition, primary screen | inhibition, % at 10 µM | actives 9% (n = 200,000) | Leishmania major promastigotes, resazurin fluorescence viability;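 further: promastigotes grown with compound for 44 hours at 28 °C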
Diaph inh CS: diaphorase inhibitors and chemical oxidizers, primary screen, counter-screen for diaphorase-coupled primary assays, biochemical, uHTS, resorufin fluorescence; diaphorase resazurin-to-resorufin fluorescence, NADH, 16 min; bacterial (C. kluyveri) enzyme, not human; inhibition, % at 20 µM; actives 0.69% (n = 190,000);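 active means primary screen inhibition at 20 µM above a set limit, cut at about 50% in these data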;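 further: plate controls were DMSO with full reaction for no effect and wells lacking NADH for full effect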
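System: Bacterial diaphorase enzyme (C. kluyveri) | Incubation: 16-min room-temperature incubation before reading | Benchmarks: No-NADH positive control and DMSO neutral control | Measured by: Resorufin fluorescence 544/590 nm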
PMI activator: activators of human PMI, primary screen, biochemical, fluorescence intensity, near-Km mannose 6-phosphate | Mannose-6-phosphate isomerase (Homo sapiens), P34949 | purified human PMI, coupled resazurin fluorescence, 20 min; active compounds read high; 1 = vehicle control, 0 substrate-free wells | activation factor at 20 µM | actives 0.005% (n = 190,000);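 active means activation factor of 2 or more at 20 µM, relative to plate controls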
S1P3 antag: S1P3 receptor antagonists, primary screen, cell-based | Sphingosine 1-phosphate receptor 3 (Homo sapiens), Q99500 | CHO S1P3 NFAT-BLA reporter, FRET fluorescence, antagonist mode | inhibition, % at 4.98 µM | actives 0.27% (n = 170,000) | AID 485, 2006;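 active means inhibition above the plate cutoff, the mean inhibition of test wells on that plate plus 3 SD, cut at about 28% in these data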;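 further: cells challenged with S1P at its EC80 of 0.8 µM; blue over green emission ratio from cleaved BLA substrate after 4 h stimulation; 0% = S1P-stimulated wells and 100% = unstimulated DMSO-only wells; some compounds past the cut are filed as inactive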
Target sequence (Q99500 whole entry, looked up): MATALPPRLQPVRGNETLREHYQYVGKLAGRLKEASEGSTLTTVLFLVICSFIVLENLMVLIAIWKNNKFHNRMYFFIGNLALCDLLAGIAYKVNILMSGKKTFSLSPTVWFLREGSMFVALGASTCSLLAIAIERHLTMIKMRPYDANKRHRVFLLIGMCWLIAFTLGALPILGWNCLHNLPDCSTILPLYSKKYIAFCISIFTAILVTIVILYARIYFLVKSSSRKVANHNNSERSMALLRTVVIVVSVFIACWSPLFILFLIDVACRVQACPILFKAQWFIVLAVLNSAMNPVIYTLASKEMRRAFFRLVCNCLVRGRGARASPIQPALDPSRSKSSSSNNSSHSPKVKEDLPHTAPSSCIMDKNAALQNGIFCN
Diaph act CS: compounds boosting diaphorase resazurin reduction – biochemical, uHTS, resorufin fluorescence, counter-screen for diaphorase-coupled primary assays, primary screen. Diaphorase/resazurin coupled assay, 16 min; active compounds read high; 1 = vehicle wells, 0 = NADH-free wells. activation factor at 20 µM. actives 0.005% (n = 190,000). AID 1229, 2008;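 active means diaphorase activity raised at least twofold by the compound at 20 µM; inactive means activation factor below 2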
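test system = bacterial diaphorase enzyme (C. kluyveri) | quantity = enzyme 0.07 U/mL final | reagent = NADH substrate 0.114 mM plus resazurin dye 0.1 mM, final | incubation = 16 min enzyme reaction, ambient temperature | buffer or medium = HEPES pH 7.4 buffer with MgCl2 and Tween 20 | signal = fluorescence of resorufin, 544 nm excitation, 590 nm emission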
Hsp70 act: Hsp70 transcriptional activators, primary screen, cell-based, HeLa, Hsp70 promoter luciferase, luminescence, 10 µM | HeLa Hsp70 promoter luciferase reporter; scaled: vehicle 0, proteasome-inhibitor control 100% | activation, % at 10 µM | actives 0.04% (n = 200,000);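 active means activation above the mean across all tested compounds plus 3 SD, cutoff set per campaign, cut at about 5.5% in these data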;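 further: 100% = MG132 at 30 µM as the positive control and 0% = DMSO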
An asterisk follows results filed as active; x = not tested or not shown. Unless noted, no stated cut-off is given here; in the data, active means inhibition above about 50%; inactive means the rest.

SMILES	RAM network inh	DTT redox prof	TLR4 MyD88 comp	PMI act hi M6P	G6PDH CS	L major viab	Diaph inh CS	PMI activator	S1P3 antag	Diaph act CS	Hsp70 act
COc1ccc(N2CCN(C(=O)CCN3C(=O)C4C5C=CC(C5)C4C3=O)CC2)cc1 (stereo not drawn)	1.6	-9.5	0	1	5	0	-8	1.1	-31	1.1	-0.3
COCCNC(=O)C(OC(=O)c1nsc(Cl)c1Cl)C(C)C (stereo not drawn)	0.9	-0.7	-2	1	7	3	-6	1.1	0	1.1	-0.1
Cc1ccc(C(=O)N/N=C\c2cccs2)cn1	-0.8	-0.7	-8	1	0	0	2	1.1	-9	1	-0.4
COc1ccc(C(C)=O)cc1COC(=O)c1cc(C)oc1C	1.6	-0.1	12	1	2	6	10	1	-16	0.9	0.1
O=C(Nc1ccc2nc3n(c(=O)c2c1)CCCCC3)c1ccccc1Cl	1.6	1.3	-6	1	6	0	11	1.1	x	0.9	0.5
Cc1ccc(CNc2nc3c([nH]2)c(=O)n(C)c(=O)n3C)cc1	1.4	-1.9	-6	0.9	8	4	11	0.9	-37	0.9	-0.1
CC(=O)n1cc([C@@H]2C=C(C(=O)N3CCN(Cc4ccc5c(c4)OCO5)CC3)O[C@H](OCCCCO)C2)c2ccccc21	0.6	-0.8	-7	1	12	32	49	0.8	-2	0.5	-0.1
O=C(CSc1nc(-c2ccccc2)nc2c1CCCC2)N1CCOCC1	2.1	2.1	-3	1	-26	6	-6	1	-3	1.1	0.1
COc1ccccc1N(CN1CCCC1=O)C(=O)COc1ccccc1	0.3	-0.9	2	1	7	-5	1	1.1	7	1	0.0
COc1ccc(/C=C/C(=O)N2CCNC(=O)C2)c(OC)c1	-0.2	-2.9	2	1.1	-4	-7	-6	1.1	-8	1.1	-0.1
Cc1ccc(S(=O)(=O)Nc2cc(C)c(O)c(S(=O)(=O)c3ccc(C)cc3)c2)cc1	7.5	0.5	-4	1	5	2	6	1	x	0.9	-0.1
CC(=O)NCc1cc(-c2ccc(Cl)cc2)no1	-0.2	-0.2	6	1.1	8	-1	-8	1.1	2	1.1	0.0
Cc1c(Cl)cccc1N1C(=O)CC(NNC(=O)c2cccs2)C1=O (stereo not drawn)	-0.1	-0.7	-12	1	-1	-3	7	1.1	0	0.9	-0.1
COc1cc(NC(=O)C2=C(N3CCOCC3)/C(=C\c3ccc(Cl)cc3Cl)CC2)cc(OC)c1OC	0.9	0.3	3	0.8	-1	97*	23	0.8	-1	0.8	-0.3
COc1cccc(NC(=O)c2cc(-c3ccncc3)nc3c(C)cc(C)cc23)c1	-0.6	-0.4	8	0.8	13	55*	19	0.8	7	0.8	-0.2

Molecules above that have a thiophene ring, fused or not, in the order listed:
SMILES	RAM network inh	DTT redox prof	TLR4 MyD88 comp	PMI act hi M6P	G6PDH CS	L major viab	Diaph inh CS	PMI activator	S1P3 antag	Diaph act CS	Hsp70 act
Cc1ccc(C(=O)N/N=C\c2cccs2)cn1	-0.8	-0.7	-8	1	0	0	2	1.1	-9	1	-0.4
Cc1c(Cl)cccc1N1C(=O)CC(NNC(=O)c2cccs2)C1=O (stereo not drawn)	-0.1	-0.7	-12	1	-1	-3	7	1.1	0	0.9	-0.1

Next part:
SMILES	RAM network inh	DTT redox prof	TLR4 MyD88 comp	PMI act hi M6P	G6PDH CS	L major viab	Diaph inh CS	PMI activator	S1P3 antag	Diaph act CS	Hsp70 act
COCCNC(=O)CN1CCN(C(c2ccccc2)c2ccccc2)CC1	0.8	2.4	-3	0.9	9	11	32	0.8	11	0.7	0.0
CN(C(=S)NC(=O)c1ccccc1Br)C1CCCCC1	2.6	1.1	7	1	5	-7	8	1	x	0.9	0.0
COc1cccc(C2=CC(c3ccc(C)cc3)n3ncnc3N2)c1 (stereo not drawn)	-1.1	-0.4	15	1.3	0	-6	8	1.4	21	0.9	-0.3
COc1ccc(-c2nnn(CC(=O)N(Cc3ccco3)C(C(=O)NCC3CCCO3)c3ccco3)n2)cc1 (stereo not drawn)	-1.3	0.3	-13	0.9	5	-3	14	0.8	-13	0.9	-0.3
COc1ccc(CNC(=O)CN(Cc2ccccc2)C(=O)c2csnn2)cc1	1.6	1.5	-6	1.1	10	1	8	1	x	0.9	-0.2
O=C(CN1C(=O)NC2NC(=O)NC21)N/N=C/c1ccc(F)cc1 (stereo not drawn)	-0.3	0.3	0	0.9	0	-5	-2	1	5	1	-0.2
COc1ccccc1CC(=O)Nc1ccc2nc(C)sc2c1	0.0	-0.2	13	1	-15	61*	3	0.9	1	1	-0.2
CCCc1cn(S(=O)(=O)c2ccc(OC)cc2OC)nc1N	2.2	0.9	-5	1	-12	-2	4	1	6	1	-0.3
COc1cc2c(cc1OC)CC(=O)N(C)CC2	0.8	-0.5	-4	0.9	-4	-4	11	1	-31	0.9	-0.2
Cn1nc([N+](=O)[O-])nc1Oc1ccccc1C(=O)N1CCOCC1	0.0	-0.1	6	0.9	5	-11	2	1	7	1	-0.1
N/C(=N\OC(=O)c1ccccc1Cl)c1ccccc1	-0.3	1.8	2	0.9	9	0	16	0.9	x	0.8	0.0
CC(=O)C1=C(C)N(Cc2ccccc2)C(=O)N[C@H]1c1cccs1	1.7	0.9	-4	1.1	12	1	5	1.1	-18	1	-0.3
O=C(NCc1ccc2c(c1)OCO2)c1ccc2c(=O)n(C3CCCC3)c(=O)[nH]c2c1	2.4	-0.1	8	0.9	2	5	14	1	8	0.9	-0.2
CCOC(=O)C1=C(CC)Nc2ccccc2N=C1N	0.0	-0.1	-10	0.9	-1	-8	6	1	5	0.9	-0.2
Cn1nc(C(=O)NCC2CCCO2)c2ccccc2c1=O (stereo not drawn)	1.5	-2.8	-18	1	-22	-2	6	1	20	0.9	-0.4
O=C(CNC(=O)C1CCCCC1)OCc1cc(=O)oc2ccc3ccccc3c12	2.1	0.2	8	1	9	-5	5	0.9	-12	1	-0.5
CC(=NCc1ccco1)c1c(O)n(C2CCCCC2)c(=O)[nH]c1=O	0.2	-0.3	2	1	4	29	5	0.9	-13	1	0.3
CC(C)(C)C1CCC(OC(=O)c2ccncc2)CC1 (stereo not drawn)	-1.1	2.1	11	1	1	-5	9	1	24	0.9	-0.3
COc1ccc(C(=O)NCc2nnc(SCC(=O)Nc3nc4ccc(C)cc4s3)o2)cc1OC	5.7	0.2	0	1	3	46	10	0.9	-5	0.9	-0.4
O=c1[nH]c2ccccc2nc1C(Cl)c1ccccc1 (stereo not drawn)	-0.6	0.0	9	2.1*	4	-1	20	1.6	x	0.8	-0.2
O=C(N/N=C/C=C/c1ccccc1)c1n[nH]c2c1CCC2	6.8	0.1	-6	1.1	6	6	-21	1.2	x	1.2	0.2
Cc1cc2c(C)nc(N/N=C/c3ccccc3)nc2o1	1.5	-0.6	-1	1	-12	-5	12	0.9	4	0.9	0.0
CCOC(=O)CCCSc1nnc(CCCCCN2C(=O)c3cccc4cccc(c34)C2=O)o1	14*	0.4	-1	0.9	-19	-4	14	0.8	-30	0.9	-0.3
CN(C)S(=O)(=O)N(CC(=O)Nc1ccccc1C(F)(F)F)c1ccccc1	1.3	3.4	4	1.1	13	-2	-6	1	-7	1.1	-0.3
O=C(CCl)Nc1ccccc1Sc1ccc(Cl)cc1	7.1	0.3	-4	1	17	16	6	1.1	x	0.9	-0.3
CNC(=O)c1[nH]cnc1C(=O)N[C@@H](CC(C)C)C(=O)OC(C)(C)C	0.1	0.0	0	0.9	17	-2	17	0.9	-17	0.8	1.9
Nn1c(SCC(=O)Nc2cccc(S(N)(=O)=O)c2)nnc1C1CC1	1.1	-0.5	3	1	-2	0	44	1.2	2	0.6	0.1
COc1cccc(CNCC(=O)N2C(C)CCCC2C)c1 (stereo not drawn)	1.2	-1.3	-5	1	2	24	15	1	-14	0.9	0.3
COc1ccc(-n2c(C)c(C(C)=O)c(C(C)=O)c2C)cc1OC	1.1	0.1	12	0.9	0	4	14	0.9	15	0.9	0.1
CC(=O)Nc1cccc(NC(=O)CSc2nnc(Cc3cccn3C)n2CCc2ccccc2)c1	3.2	-2.1	-16	1	0	-2	8	1	0	0.9	-0.1
Cc1c(N=C(N)/N=C(\N)Nc2ccccc2)c(=O)n(-c2ccccc2)n1C	-1.2	-0.3	-30	1	-1	-6	-5	1	-14	1	-0.2
O=C(COC(=O)CNC(=O)c1ccccc1F)Nc1cccnc1Cl	1.5	-0.3	-19	1.1	-3	1	-2	1.1	-7	1	-0.3
COc1ccc(NC(=O)[C@@H](NC(N)=O)C(C)C)cc1Cl	-0.4	-0.4	-12	0.9	-3	20	16	1	-12	0.8	-0.2
CCOC(=O)N1CCN(S(=O)(=O)c2cc(Br)cc3c2N(C(=O)C2CC2)CC3)CC1	3.6	-0.6	-4	0.9	3	-14	11	0.9	x	0.9	-0.3
Cn1c(CCNC(=O)c2ccccc2)nc2cc(NC(=O)C3CCCCC3)ccc21	1.1	0.0	-12	0.9	12	-6	5	0.9	x	0.9	-0.1
O=S(=O)(NC1CC1)c1cccc(S(=O)(=O)N2CCCC2)c1	0.7	0.2	-12	1.1	5	-2	1	1	9	1	0.5
CCn1cc(C(=O)OCc2cccc(Br)c2)c(=O)c2ccc(C)nc21	5.7	0.3	11	1	-50	14	13	1	x	0.9	-0.5
COc1ccc(S(=O)(=O)N2CCC(C(=O)Nc3ccccc3C)CC2)c2cccnc12	1.0	-0.2	-9	1	6	-11	3	0.9	-20	1	-0.2
Cc1ccc(N(C(C)C(=O)Nc2cccc(N(C)S(C)(=O)=O)c2)S(C)(=O)=O)cc1 (stereo not drawn)	-0.6	-1.3	-4	1	9	0	23	0.9	8	0.8	0.1
